Neddylation inh = cullin neddylation inhibition; P61081+Q13564; TR-FRET cullin neddylation, biochemical; calls only at 25 µM; 0.58% of 360,000 active; AID 651699; in the data active = inhibition above about 36%
CSN inh = inhibitors of human CSN-mediated cullin deneddylation; Q92905; Purified CSN, SCF-Nedd8-OG deneddylation, fluorescence polarization; inhibition, % at 12.5 µM; 0.38% of 360,000 active; AID 651999;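 active = pattern-corrected inhibition above about 35%, with an unprinted fluorescence ratio check between 0.5 and 1.5, limit read from the data, passing the limit was not always enough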;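 also: 0% = enzyme with substrate and 100% = substrate without enzyme; some results filed as inactive read as strong as hits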
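Assay system: purified human Csn5 enzyme expressed in HEK293T cells; measure: % inhibition; also added: SCFSkp2-Nedd8OG substrate at 10 nM final; technique: fluorescence polarization; times: reaction 90 min, room temperature; medium: Tris buffer pH 7.5, NaCl, DTT, Tween-20, trehalose, ovalbumin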
MT1-MMP act inh = blocks activation of human MT1-MMP | P50281 | HT1080 RFP-PRO-GFP cells, GFP/RFP ratio fluorescence, overnight; percent of plate control window, DMSO zero | GFP/RFP ratio change, % at 20 µM | 0.061% of 360,000 active;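 active = GFP/RFP ratio change of at least 30% with cell ATP level not reduced by more than half and red fluorescence within 50% of control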; also: strong numbers were not always called active
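Read-out: GFP/RFP fluorescence ratio; Test system: RFP-PRO-GFP reporter HT1080 cells; Compound dosing: single-point 20 µM compound, 1% DMSO; Times: overnight compound exposure at 37 °C.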
NadD inh = inhibitors of Staphylococcus aureus NadD; purified NadD enzyme, colorimetric absorbance read-out; inhibition, % at 20 µM; 0.78% of 360,000 active; in the data active = inhibition above about 26%; also: some compounds past the cut are filed as inactive
FAS TE block = inhibitors of human fatty acid synthase thioesterase domain. P49327. recombinant FAS-TE, OMFH fluorogenic substrate, fluorescence endpoint. inhibition, % at 15 µM. 0.67% of 360,000 active;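 active = compounds whose normalised, plate-corrected inhibition of enzyme fluorescence in the single-dose primary screen is 50% or more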;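 also: 0% = DMSO with enzyme and 100% = substrate without enzyme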
Rin1-Abl PPI inh = inhibitors of human Rin1-Abl protein interaction; AID 588664; 0.4% of 360,000 active; TR-FRET Rin1/Abl binding, biochemical; P00519+Q13671; inhibition, % at 7.35 µM; in the data active = inhibition above about 5%, passing the limit was not always enough
PABP1 MLLE inh = inhibitors of microRNA-mediated deadenylation, human PABP1 MLLE binding; 0.36% of 360,000 active; GST-MLLE / FITC-PAM2 fluorescence polarization; AID 588489; inhibition, % at 20 µM; P11940; in the data active = inhibition above about 35%, passing the limit was not always enough;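 also: plate controls were DMSO wells with GST-MLLE for no effect and wells lacking GST-MLLE protein for full effect; some results filed as inactive read as strong as hits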
SKN-1 block = C. elegans SKN-1 inhibition. C. elegans VP596 Pgst-4::GFP/RFP ratio, acrylamide-induced, 24 h. inhibition, % at 21.8 µM. 0.49% of 360,000 active. AID 624304;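 active = interference check ratio from 0.5 to 1.5 plus GFP to RFP signal ratio inhibition reaching or exceeding a fixed threshold, cut at about 30% in these data, passing the limit was not always enough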; also: some compounds called inactive have numbers as strong as hits
Rpn11 block = inhibitors of human proteasome Rpn11; O00487; human 26S proteasome, Ub4-pepOG fluorescence polarization; 20S core pre-blocked with epoxomicin; 0.59% of 360,000 active; AID 588493; calls only at 20 µM;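 active = inhibition at 20 µM, scaled to each plate's controls, above about 33%, limit read from the data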
An asterisk follows results filed as active; i = inactive; · = not tested or not shown; + = active, no number; & = joins results of further samples; ! = a repeat was not active. Not all compounds are listed. The share of hits here may be higher or lower than overall.

SMILES	Neddylation inh	CSN inh	MT1-MMP act inh	NadD inh	FAS TE block	Rin1-Abl PPI inh	PABP1 MLLE inh	SKN-1 block	Rpn11 block
COc1ccc(CC[n+]2cc(/N=C(\C)[O-])on2)cc1OC	i	4	1	4	-5	-2	10	12	i
Cc1c2cnn(CC(=O)N3CCC4(CC3)OCCO4)c(=O)c2c(C)n1Cc1cccc(Cl)c1	i	-2	2	3	0	-2	12	-1	i
CCN(CC)P(c1n(C)cc[n+]1C)N(CC)CC	i	1	-1	19	-7	0	-98	-8	i
Cc1nn(Cc2ccccc2Cl)c(C)c1C(=O)OCC(=O)NC1CCS(=O)(=O)C1 (centres undefined)	i	-13	3	5	-9	4	-1	-9	i
Cc1cc(C)cc(-n2c(O)c(C=Nc3ccc(N4CCOCC4)cc3)c(=O)[nH]c2=S)c1	i	12	5	9	-96	1	-70	3	i
COC(=O)OCC12CCC(O1)C1(C)C(=O)OCC21 (centres undefined)	i	-2	7	1	-8	-3	0	8	i
CN(C)[C@@H]1C(=O)C(C(N)=O)=C(O)[C@@]2(O)C(=O)C3=C(O)c4c(O)cccc4[C@@](C)(O)C3[C@H](O)C12 (some centres undefined)	i	37*!	-5&-2	20&4	0&0	19*	26&32	20&-5	i
O=C(/C=C/c1ccccc1)N1Cc2ccccc2-n2nncc2C1	i	-2	-2	5	3	-4	3	10	i
CC(=O)N(C)C1=Nc2ccc(Cl)cc2C(c2ccccc2)=[N+]([O-])C1	i	-1	2	3	-4	-3	5	14	i
Cn1c(O)c(C(=Nc2ccccc2)SCc2ccccc2Cl)c(=O)n(C)c1=O	i	5	·	-4	-6	0	-3	8	i
COc1ccc(OC)c(NP(=O)(Oc2ccc(Cl)cc2)Oc2ccc(Cl)cc2)c1	i	-2	4	-10	-13	5	7	14	i
O=c1[nH]c(=O)n(-c2cccc3ccccc23)c(O)c1C=NCCCn1ccnc1	i	0	4	1	-7	-2	8	14	i
O=[N+]([O-])/C(Cl)=C1\NCCN1Cc1ccc(Cl)nc1	i	4	2	1	-4	1	1	6	i
CN1CCC(OC(=O)c2cccc(F)c2)CC1	i	5	1	-5	-7	1	1	-8	i
CCn1c(C)c(C(=O)Nc2ccc(OC)cc2)c2cc(OC)ccc21	i	-5	1	1	6	-1	0	5	i
CCOC(=O)[C@]12Cc3ccccc3[C@H]1N(C)C(=O)c1cc(OC)ccc12	i	0	2	4	8	·	·	-14	·
COc1ccccc1N1C(=O)CC(=O)NC1=O	i	3	-2	3	-7	2	-10	-2	i
CC1CCC2C(C)C(=O)OC3OC4(C)CCC1C32OO4 (centres undefined)	i	1	-6	-4	0	2	3	6	i
Cc1cccc(N2C(=O)NC(=O)/C(=C/c3cc4c(cc3[N+](=O)[O-])OCO4)C2=O)c1	+	-1	-3	2	-4	-3	155	-18	i
COCCNC(=O)N1[C@H]2CC[C@@H]1C(C(=O)OC)=C(c1cccc(C#N)c1)C2	i	3	-1	-2	-4	0	5	7	i
CCOC(=O)c1ccccc1C(=O)OCC	i	-19	-10	4	-7	2	82	-1	i
N#Cc1c(/N=C/c2c(O)n(Cc3ccco3)c(=O)[nH]c2=O)sc2c1CCCC2	i	43*	-95	6	0	3	-32	14	i
C=CCn1c(O)c(C=Nc2ccc(N(CC)CC)cc2)c(=O)[nH]c1=O	i	6	-27	1	-11	3	-6	6	i
O=C1/C(=C/c2cccnc2)N2CCC1CC2	i	0	1	-3	-5	1	8	-2	i
N[C@@H](Cc1c[nH]c2ccccc12)c1nnc(SCc2ccccc2)o1	i	-1	-1	-4	-4	0	-42	5	i
CCCC[N+]12CCC(CC1)C(C(=O)c1cccs1)C2 (centres undefined)	i	2	-1	3	-4	2	-117	-3	i
O=C1NC(=O)N(c2ccccc2)C(=O)/C1=C\C=C\c1ccccc1	i	1	0	6	-1	2	14	2	i
C#C[C@]1(O)CCC2C3C(=O)C=C4C(Cl)=CCC[C@]4(C)C3CC[C@@]21C (some centres undefined)	i	5	-1	-2	14	0	21	20	i
[N-]=[N+]=CC(=O)OC[C@H](N)C(=O)O	i	-5	2	2	0	-2	-4	-1	i
COc1ccc([C@@H](O)[C@@H](N)c2ccccc2)cc1	i	-3	1	-3	-5	-3	8	-22	i
CC1(C)Cc2c(C#N)c(N3CCNCC3)nc(-c3ccco3)c2CS1	i	2	-7	-14	-11	-7	7	6	i
O=C(CNC(=O)c1ccccc1Cl)Nc1ccc(Br)cc1C(=O)c1ccccc1	i	-21	0	-7	5	-1	-6	3	i
COc1ccc(CN2CCCC(C(=O)c3sccc3C)C2)cc1O (centres undefined)	i	-1	-3	0	-4	-1	-4	-9	i
CC(C)(C)c1ccc(C(=O)C2CCCN(C3CCC3)C2)cc1 (centres undefined)	i	2	0	-8	-6	-2	-15	-4	i
COc1ccc2c(c1)C1(C)CCN(C)CC(C1)C2O (centres undefined)	i	-2	0	1	-10	-1	-3	-8	i
O=C(/C=C/c1ccccc1)c1c(O)n(CCc2ccccc2)c(=O)[nH]c1=O	i	4	-23	8	-4	-4	-8	11	i
CC(=O)N1CN(C(C)=O)CN(C(C)=O)C1	i	3	1	6	-8	0	-1	-4	i
COc1ccccc1N1CCN(CCc2c[nH]c3cc4c(cc23)OCO4)CC1	i	1	3	2	2	0	-33	15	i
CCOc1cc(C)cc2oc(=O)c3c(c12)CCCC3	i	2	-5	-5	1	-1	2	-6	i
COc1ccc(C(=O)Oc2cccc3cccnc23)cc1S(=O)(=O)N1CCOCC1	i	-2	0	-4	0	2	10	-2	i

Compound profiles, as listed above. Screens in order: Neddylation inh	CSN inh	MT1-MMP act inh	NadD inh	FAS TE block	Rin1-Abl PPI inh	PABP1 MLLE inh	SKN-1 block	Rpn11 block
CCOC(=O)[C@]12Cc3ccccc3[C@H]1N(C)C(=O)c1cc(OC)ccc12 across the screens: i	0	2	4	8	·	·	-14	·
O=C(/C=C/c1ccccc1)c1c(O)n(CCc2ccccc2)c(=O)[nH]c1=O across the screens: i	4	-23	8	-4	-4	-8	11	i
COc1ccccc1N1C(=O)CC(=O)NC1=O across the screens: i	3	-2	3	-7	2	-10	-2	i
CC1CCC2C(C)C(=O)OC3OC4(C)CCC1C32OO4 (centres undefined) across the screens: i	1	-6	-4	0	2	3	6	i

Additional structures follow:
SMILES	Neddylation inh	CSN inh	MT1-MMP act inh	NadD inh	FAS TE block	Rin1-Abl PPI inh	PABP1 MLLE inh	SKN-1 block	Rpn11 block
S=c1[nH]c2ccccc2[nH]1	i	6	-1	-3	-6	3	-39	-6	i
CN(C)c1ccc([P+](=O)c2ccc(N(C)C)cc2)cc1	i	-15	3	3	-2	3	4	4	i
COc1ccc(CN2C(=O)NC(=O)/C(=C/c3ccc(OC)c(OC)c3OC)C2=O)cc1	i	0	-2	9	-8	-4	0	1	i
O=C(C1CC(=O)N(C2CCCC2)C1)N1CCC2(CC1)OCCO2 (centres undefined)	i	-1	4	0	-4	2	-1	-2	i
OC(c1ccccc1)(c1ccccc1)C1CCNCC1	i	-5	-8	-4	-5	-2	-12	-18	i
O=C(NC1(C(F)(F)F)Oc2ccccc2O1)N1CCC2(CC1)OCCO2	i	-2	6	-2	-3	4	0	5	i
C=C1C(=O)OC2C1CCC(C)C1(O)C=CC(=O)C21C (centres undefined)	i	1	-7	6	-2	1	-1	4	i
CCOc1ccc(C(C)=O)cc1Cn1ccsc1=N	i	1	0	-7	-51	4	-14	-14	i
COc1ccc2c(c1)CC1(CN2C)C(=O)NC(=O)N(c2ccc(C)cc2)C1=O (centres undefined)	i	-4	-10	8	-7	3	9	13	i
CC(C)C(=O)c1cn(Cc2ccc(C#N)cc2)c2ccccc12	i	1	0	-5	7	-5	5	-1	i
C/C(=N\NP(=S)(c1ccccc1)c1ccccc1)c1ccc(O)cc1O	i	0	-4	-1	12	3	-60	-11	i
Cc1cc(OCC(=O)N2CCC(C(=O)O)CC2)c2c3c(c(=O)oc2c1)CCCC3	·	5	4	6	-5	0	8	1	i
Cc1cc(O)c(CN2CC=C(c3ccccc3)CC2)cc1C(C)C	i	-1	2	1	-8	3	-3	-24	i
Fc1ccc2c(c1)nnn2C1CCN(Cc2c(Cl)cccc2Cl)CC1	i	2	-5	1	12	-2	-4	29	i
O=C1NC(=O)C(=Cc2ccccc2[N+](=O)[O-])C(=O)N1	i	3	0	8	-5	4	31	-5	i
CN1CC(Br)C(=O)NC1=O (centres undefined)	i	0	-3	-2	-11	4	-6	10	i
O=C(Cc1ccc([N+](=O)[O-])cc1)N1CCN(Cc2ccc3c(c2)OCO3)CC1	i	1	7	-5	9	-1	11	4	i
CCOc1ccc(-n2c(-c3ccoc3)nc3ccccc3c2=O)cc1	i	-1	1	8	2	-5	0	11	i
Cc1cc(N(CCCl)CCCl)ccc1C=Cc1ccncn1	i	41*	-107	3	8	-18	-107	42*	·
O=C(c1ccccc1F)c1cn(Cc2ccc(F)cc2)c2ccccc12	i	2	4	-5	36	-2	3	11	i
Cc1cccc(-n2c(O)c(C=NCc3cccnc3)c(=O)[nH]c2=O)c1C	i	-2	2	-3	-4	2	1	0	i
NNP(=O)(CC(=O)c1ccccc1)c1ccccc1 (centres undefined)	i	3	2	-7	-6	-4	4	-4	i
O=C(N/N=C/c1c(O)n(CCc2ccccc2)c(=O)[nH]c1=O)c1ccccc1O	i	24	-23	2	20	-3	-93	14	+
COc1ccc(-n2c(-c3ccccc3F)nc3ccccc3c2=O)cc1	i	-1	-3	0	-3	1	0	22	i
CCCCC(C)C(OC(=O)CC(CC(=O)O)C(=O)O)C(CC(C)CC(O)CCCCC(O)CC(O)C(C)N)OC(=O)CC(CC(=O)O)C(=O)O (centres undefined)	i	6	0	4	-9	3	-6	3	i
Cc1ccccc1-n1c(O)c(C=Nc2ccc(N(C)C)cc2)c(=O)[nH]c1=O	i	5	-11	-3	-8	1	-12	6	i
COc1ccccc1CN1CCN(C(=O)COc2ccccc2)CC1	i	4	-5	0	-7	-3	7	6	i
CC[C@H]1CN2CCC1C[C@H]2[C@H](O)c1ccnc2ccc(OC)cc12 (some centres undefined)	i	-4	1	48*	-1	1	9	8	·
O=C(Nc1ccc(Br)cc1)N1C[C@H]2C[C@@H](C1)c1cccc(=O)n1C2	i	8	-2	3	-2	-1	-16	-3	i
O=C(Nc1nccs1)C(Cl)(Cl)Cl	i	5	-1	-6	-6	1	-1	-22	i
O=C1NC(=O)C(=Cc2ccc(SC3CCCCC3)o2)C(=O)N1	i	20	0	36*	-1	1	-2	5	i
COC1C(O)C(C)OC(OC2CCC3(C=O)C(CCC4C3CCC3(C)C(C5=CC(=O)OC5)CCC43O)C2)C1O (centres undefined)	i	2	-40	-4	-6	2	-1	-11	i
O=c1c2ccccc2nc(-c2ccc(Cl)cc2Cl)n1-c1ccncc1	i	-3	-2	-5	-5	3	5	10	i
Cc1cc(/C=C2\C(=O)NC(=O)N(Cc3ccco3)C2=O)c(C)n1-c1ccc(C(=O)O)cc1	i	11	-16	-5	-3	1	-48	3	i
CC(C)N1C(=O)CC2(CC[N+](C)(CCOC(=O)C(O)(c3ccccc3)c3ccccc3)CC2)C1=O (centres undefined)	i	8	-6	21	-6	-1	-107	1	i
NCCc1c[nH]c2ccc(OCc3ccccc3)cc12	i	0	-1	13	-10	-1	-1	8	i
CN(C)CCCN=Cc1c(O)n(Cc2ccco2)c(=O)[nH]c1=O	i	0	2	-5	-7	2	6	13	i

Screening results deposited in PubChem by several laboratories.
